# DDE Tn7 FP inh – inhibitors of Tn7 peptide binding to fibrin DD(E), primary screen, biochemical, fluorescence polarization, human fibrin, Tn7 probe; FP displacement of FITC-Tn7 peptide from fibrin DD(E); 0% = median of compound wells per plate; 370,000 tested, 0.13% active; Fibrinogen beta chain (Homo sapiens), P02675; inhibition, % at 8.3 µM;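 active = inhibition above the mean of compounds falling within the control limits plus 3 SD of them, cut at about 14% in these data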;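 note: 0% = plate median of compound wells and 100% = 10 µM Aha-Tn7 peptide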
# Target sequence (P02675 whole entry, looked up): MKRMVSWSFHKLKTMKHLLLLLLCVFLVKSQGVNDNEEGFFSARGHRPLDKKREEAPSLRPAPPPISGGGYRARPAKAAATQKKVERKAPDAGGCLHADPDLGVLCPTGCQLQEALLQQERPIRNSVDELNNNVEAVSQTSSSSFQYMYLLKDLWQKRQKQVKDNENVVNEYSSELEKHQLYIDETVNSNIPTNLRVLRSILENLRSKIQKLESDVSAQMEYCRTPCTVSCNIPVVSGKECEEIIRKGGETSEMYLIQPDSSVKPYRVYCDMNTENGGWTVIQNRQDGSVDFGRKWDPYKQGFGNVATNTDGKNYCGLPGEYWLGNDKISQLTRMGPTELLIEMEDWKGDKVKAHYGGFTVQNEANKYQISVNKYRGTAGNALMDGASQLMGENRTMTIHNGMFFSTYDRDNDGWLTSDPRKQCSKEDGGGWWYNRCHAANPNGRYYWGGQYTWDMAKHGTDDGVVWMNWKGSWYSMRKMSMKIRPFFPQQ
#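 Also added: labelled Tn7 tracer, 0.1 µM; Assay system: human fibrin DD(E) protein; Amount: 2 µM fibrin DD(E); Schedule: 10 min compound pre-incubation, 3 h probe incubation at room temperature; Repeats: one replicate per compound; Read-out basis: percent inhibition; Measured by: fluorescence polarization of the labelled Tn7 tracer.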
# TDP2 absorb – human TDP2 enzyme inhibitors, primary screen, biochemical, epi absorbance, recombinant enzyme; Tyrosyl-DNA phosphodiesterase 2 (Homo sapiens), O95551; T5PNP hydrolysis, p-nitrophenol absorbance 415 nm; inhibition, % at 12.8 µM; 370,000 tested, 0.34% active; AID 720702, 2013;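 active = inhibition above the mean of all tested compounds plus 3 SD, set per campaign, cut at about 25% in these data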;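 note: 0% = DMSO with enzyme and 100% = buffer with substrate but no TDP2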
#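 System – recombinant human TDP2 · Amount – 120 nM TDP2 per well · Buffer or medium – Mg2+-containing Tris-HCl buffer, pH 7.5 · Reagent – T5PNP substrate, 5 mM · Dosing – 12.8 µM single point, 1% DMSO · Incubation – 2 h at 37 °C · Measured by – epi absorbance · Read-out basis – percent inhibition · Benchmarks – high control without enzyme, low control DMSO plus TDP2 · Repeats – singlicate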
# TCR-CD3 inh – inhibitors of human TCR-CD3 interaction, primary screen, biochemical, fluorescence, TAMRA-labeled TCR probe; T-cell receptor (TCR); inhibition, % at 9.4 µM; 360,000 tested, 0.37% active; AID 651800, 2012; in the data active = inhibition above about 19%;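 note: recombinant mutant TCR 2C K166C tagged with TAMRA read by polarization; 0% = receptor in buffer alone and 100% = receptor with positive control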
# LEDGF integ inh – blockers of LEDGF/p75-dependent integrase strand transfer – biochemical, TR-FRET, high throughput, primary screen. HIV-1 integrase (with human LEDGF/p75). TR-FRET IN-LEDGF/p75 DNA integration, Eu/Cy5. inhibition, % at 3.7 µM. 370,000 tested, 0.64% active. AID 743269, 2014;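 active = inhibition above the screen-wide mean plus 3 SD, cut at about 13% in these data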;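 note: signal is the Cy5 over europium emission ratio at 671 and 618 nm; 0% = plate median of compound wells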
# UHRF1 binding – UHRF1 methylated DNA binding inhibitors, primary screen, counter-screen for MBD2 inhibitor project, biochemical, TR-FRET, human UHRF1, single concentration | UHRF1 binding to methylated oligo | inhibition, % at 4.4 µM | 370,000 tested, 0.75% active | AID 687016, 2013; in the data active = inhibition above about 21%;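 note: UHRF1 SRA domain binding a hemimethylated CpG hairpin DNA probe; 0% = median of test compound wells and 100% = reference inhibitor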
# SIAE primary – human SIAE inhibitors, primary screen, biochemical, fluorescence polarization, FP-Rh probe, 1536-well HTS; Sialate O-acetylesterase (Homo sapiens), Q9HAT2; SIAE FP-Rh probe binding; inhibition, % at 9.66 µM; 370,000 tested, 0.69% active; AID 1053197, 2014;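 active = inhibition above a cutoff: mean of compounds within the control limits plus 3 SD of those, cut at about 17% in these data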;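 note: 0% = plate median of compound wells and 100% = probe without SIAE protein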
# PRMT1 inh – PRMT1 methyltransferase inhibitors, primary screen, biochemical, fluorescence polarization. 370,000 tested, 1.3% active. recombinant PRMT1, activity-based probe fluorescence polarization. inhibition, % at 2.79 µM. Protein arginine N-methyltransferase 1 (Homo sapiens), Q99873;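 active = inhibition above about 21% made by adding two undisclosed values, limit read from the data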
# Target sequence (Q99873 whole entry, looked up): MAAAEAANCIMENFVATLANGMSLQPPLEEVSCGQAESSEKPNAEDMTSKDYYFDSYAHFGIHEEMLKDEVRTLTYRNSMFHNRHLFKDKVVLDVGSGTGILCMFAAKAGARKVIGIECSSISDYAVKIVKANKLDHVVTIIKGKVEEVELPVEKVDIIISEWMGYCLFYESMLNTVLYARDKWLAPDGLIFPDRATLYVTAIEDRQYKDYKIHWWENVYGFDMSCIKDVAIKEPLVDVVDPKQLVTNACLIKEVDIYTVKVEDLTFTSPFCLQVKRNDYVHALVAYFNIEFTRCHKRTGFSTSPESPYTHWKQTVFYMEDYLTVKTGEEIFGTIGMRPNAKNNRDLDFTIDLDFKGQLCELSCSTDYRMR
# DDE Tn6 FP inh – inhibitors of Tn6 peptide binding to fibrin DD(E), primary screen, biochemical, fluorescence polarization, human fibrin, Tn6 probe; inhibition, % at 8.3 µM; Fibrin DD(E) TRITC-Tn6 fluorescence polarization displacement; 370,000 tested, 0.21% active; Fibrinogen beta chain (Homo sapiens), P02675;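 active = inhibition above a per-campaign cutoff: mean of compounds within control limits plus 3 SD, cut at about 15% in these data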;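 note: 0% = median of all compound wells on the plate and 100% = blocking peptide control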
# proKLK7 act – proKLK7 zymogen activators, primary screen, biochemical, fluorescence intensity; purified proKLK7, EDANS-DABCYL substrate fluorescence; 100% is mature enzyme control, 0% vehicle; 370,000 tested, 0.9% active; activation, % at 7 µM;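 active = activation above the mean of all tested compounds plus 3 SD, computed per campaign excluding outliers beyond control limits, cut at about 13% in these data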
# Target sequence (P49862 whole entry, looked up): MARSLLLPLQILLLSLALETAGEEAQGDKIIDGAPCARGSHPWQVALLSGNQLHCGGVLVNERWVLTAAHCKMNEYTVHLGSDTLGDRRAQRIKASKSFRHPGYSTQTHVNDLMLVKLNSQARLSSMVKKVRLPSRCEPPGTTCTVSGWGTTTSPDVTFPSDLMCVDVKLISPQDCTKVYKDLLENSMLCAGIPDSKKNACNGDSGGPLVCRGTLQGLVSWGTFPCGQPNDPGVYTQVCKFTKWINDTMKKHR
# MBD2 inh – inhibitors of MBD2 binding to methylated DNA, primary screen, biochemical, TR-FRET, DNA-binding domain, human; AID 686964, 2013; MBD2 binding to methylated oligonucleotide; 370,000 tested, 0.31% active; inhibition, % at 4.4 µM; Methyl-CpG-binding domain protein 2 (Homo sapiens), Q9UBB5; in the data active = inhibition above about 13%
# The depositor's hits bear a star; / = no result given.
# Each structure is followed by: PRMT1 inh, SIAE primary, MBD2 inh, DDE Tn7 FP inh, TCR-CD3 inh, LEDGF integ inh, UHRF1 binding, proKLK7 act, DDE Tn6 FP inh, TDP2 absorb
O=C(Cc1c(F)cccc1Cl)Nc1ccccc1C(=O)N1CCOCC1
    1, -1, 0, 2, -8, -4, 2, 0.4, -2, -10
O=C(Nc1ccc2c(c1)OCO2)c1cc(Cl)ccn1
    -2, 2, 1, -6, 4, 5, -2, -0.4, -3, 4
Cc1ccccc1CN1C(=O)C(C)S/C1=N/N=C/c1ccco1 (stereo not drawn)
    0, 8, 2, -6, 5, 0, -1, 0.8, -7, 5
O=C(CC1SC2=NCCN2C1=O)Nc1ccc(Cl)cc1 (stereo not drawn)
    5, 2, 0, 0, 1, -3, 5, -0.2, -2, -5
CCCC(=O)Nc1cccc(-c2nc3ccccc3o2)c1
    3, -5, 1, -1, -4, -7, -1, -7.9, 1, -6
O=S(=O)(Nc1ccc(O)cc1)c1cccc2cccnc12
    4, 6, 2, -6, -6, 0, 0, 0.1, 3, -2
C[C@@H](CO)N(Cc1cn(Cc2ccccc2)nn1)S(=O)(=O)c1ccccc1Br
    0, 2, 5, -4, /, 3, 0, 0.7, -1, 3
CC(C)(C)CN1CCNC(=O)C1CC(=O)N1CCOc2ccccc2C1 (stereo not drawn)
    3, 1, -4, -3, 6, 1, -4, 0.2, 3, 2
CCN1CCN(C(=O)c2cc(S(=O)(=O)N3CCCCC3)ccc2Cl)CC1
    0, 0, 3, -7, 0, -3, 3, -0.5, -2, 9
Nc1nc2cc3ccccc3cc2[nH]c1=O
    -2, 7, -13, 4, 2, 2, -6, -11, 3, -15
O=C(NC(=S)Nc1ccccc1N1CCCCC1)c1ccco1
    -4, -5, -4, -5, -3, 6, -1, 0.1, -1, -17
O=C(Cc1c(F)cccc1Cl)Nc1cc(S(=O)(=O)N2CCOCC2)ccc1N1CCOCC1
    9, -7, 7, 3, -2, -5, 8, -0.7, -1, -13
O=C(COc1ccccc1)NCC(=O)N/N=C/c1cccs1
    -4, 5, -5, 2, 3, 5, -5, -0.2, 4, -16
COc1nc(Nc2ccc(OC)c(Cl)c2)nc(OC)n1
    -3, -6, 0, 5, 4, -1, -3, -0.2, 2, -3
COC(=O)CC[C@H](/C=C/C(=O)OC(C)(C)C)Sc1ccc(C(C)(C)C)cc1
    0, -3, 0, -4, /, 4, -1, 0.6, 7, -6

# Random excerpt: 6 entries already listed, in no set order.
# Each structure is followed by: PRMT1 inh, SIAE primary, MBD2 inh, DDE Tn7 FP inh, TCR-CD3 inh, LEDGF integ inh, UHRF1 binding, proKLK7 act, DDE Tn6 FP inh, TDP2 absorb
CCN1CCN(C(=O)c2cc(S(=O)(=O)N3CCCCC3)ccc2Cl)CC1
    0, 0, 3, -7, 0, -3, 3, -0.5, -2, 9
Nc1nc2cc3ccccc3cc2[nH]c1=O
    -2, 7, -13, 4, 2, 2, -6, -11, 3, -15
CC(C)(C)CN1CCNC(=O)C1CC(=O)N1CCOc2ccccc2C1 (stereo not drawn)
    3, 1, -4, -3, 6, 1, -4, 0.2, 3, 2
O=C(COc1ccccc1)NCC(=O)N/N=C/c1cccs1
    -4, 5, -5, 2, 3, 5, -5, -0.2, 4, -16
Cc1ccccc1CN1C(=O)C(C)S/C1=N/N=C/c1ccco1 (stereo not drawn)
    0, 8, 2, -6, 5, 0, -1, 0.8, -7, 5
O=C(Cc1c(F)cccc1Cl)Nc1cc(S(=O)(=O)N2CCOCC2)ccc1N1CCOCC1
    9, -7, 7, 3, -2, -5, 8, -0.7, -1, -13

# Additional entries follow.
# Each structure is followed by: PRMT1 inh, SIAE primary, MBD2 inh, DDE Tn7 FP inh, TCR-CD3 inh, LEDGF integ inh, UHRF1 binding, proKLK7 act, DDE Tn6 FP inh, TDP2 absorb
Cc1cc(C)c(CNC(=O)c2cc(C3CC3)nc3c2cnn3C(C)C)c(=O)[nH]1
    1, 12, -1, -2, -2, 0, -2, 0.1, 4, -2
CCC(c1nnnn1Cc1ccc(F)cc1)N1CCN(C2CCCCC2)CC1 (stereo not drawn)
    2, 0, 1, -2, 6, -1, -1, -0.5, -1, 4
COc1ccc(N2C(=O)C3C4C=CC(CC4)C3C2=O)c([N+](=O)[O-])c1 (stereo not drawn)
    1, 5, 6, 5, -8, 3, 3, -0.4, 4, 11
O=C(NCCCC(=O)N1CCCCC1)c1ccc(Cl)cc1
    2, 6, 0, 5, 6, -1, 0, 0.3, -1, 1
CCN(CC)S(=O)(=O)c1ccc(N2CCCCC2)c(NC(=O)/C=C/c2ccc(OC)c(OC)c2)c1
    -1, -8, -3, -14, 0, 0, -1, -26, -8, 2
Cc1nc2ccccc2nc(C)c1=NOCC(=O)N(c1ccccc1)C(C)C
    -1, 0, 3, -8, 1, 1, -1, 0.1, -10, 11
COc1ccc(C2C=CC(=O)CC2)c(OC)c1 (stereo not drawn)
    2, 2, -2, -5, 3, -1, -2, 0.0, 4, 8
CN(CCCNC(=O)CCCOc1cc(=O)n(C)c2ccccc12)Cc1ccccc1
    0, 0, -3, -1, -9, 4, -1, -0.1, -2, -6
C[C@H]1CCCN1c1ccc2c(c1)O[C@H]1CCN(C1)S2(=O)=O
    3, 0, 4, 4, /, -4, 10, -0.5, -1, 8
CCNC(=O)Nc1cc(OC)c(OC)cc1C(=O)O
    3, 5, 7, -8, -6, -2, 17, -14, 3, 8
COc1ccccc1C(=O)NCCC(=O)NC(C)CCc1ccccc1 (stereo not drawn)
    -3, -1, -3, 4, 3, 5, -1, 0.2, 1, 4
Cn1cnnc1SC(C(=O)Nc1cccc(C(F)(F)F)c1)c1ccccc1 (stereo not drawn)
    0, 13, -3, 1, -1, 0, -1, -0.3, 1, -16
Cc1cc2oc(C(=O)Nc3ccc(S(=O)(=O)Nc4ncccn4)cc3)c(C)c2cc1Cl
    -4, 6, 0, 2, 12, -1, 7, -0.1, 0, -9
COc1cccc(C(=O)N(Cc2ccccc2)Cc2cc3cc4c(cc3[nH]c2=O)OCCO4)c1
    -3, -5, 8, 0, -4, -3, 0, 0.1, -4, 2
CC(=O)c1cccc(NC(=O)CCS(=O)(=O)c2cc3c(cc2C)NC(=O)CO3)c1
    -7, 6, 3, 2, 2, 3, -2, -0.3, -4, 2

# Sorted by formula weight (smallest number first): 3 of the compounds above.
# Each structure is followed by: PRMT1 inh, SIAE primary, MBD2 inh, DDE Tn7 FP inh, TCR-CD3 inh, LEDGF integ inh, UHRF1 binding, proKLK7 act, DDE Tn6 FP inh, TDP2 absorb
COc1ccc(C2C=CC(=O)CC2)c(OC)c1 (stereo not drawn)
    2, 2, -2, -5, 3, -1, -2, 0.0, 4, 8
O=C(NCCCC(=O)N1CCCCC1)c1ccc(Cl)cc1
    2, 6, 0, 5, 6, -1, 0, 0.3, -1, 1
Cn1cnnc1SC(C(=O)Nc1cccc(C(F)(F)F)c1)c1ccccc1 (stereo not drawn)
    0, 13, -3, 1, -1, 0, -1, -0.3, 1, -16

# (listing goes on)
# Each structure is followed by: PRMT1 inh, SIAE primary, MBD2 inh, DDE Tn7 FP inh, TCR-CD3 inh, LEDGF integ inh, UHRF1 binding, proKLK7 act, DDE Tn6 FP inh, TDP2 absorb
O=C(NNC(=O)c1cccs1)c1ccc(Cl)cc1
    -3, 0, 3, 4, -5, 0, 3, -0.2, -2, 0
COC(=O)c1cc(Br)c(=O)n(CCN2CCOCC2)c1
    0, 0, 0, -7, 2, 0, -3, 0.2, 1, 5
CCCN1CCC(NC(=S)Nc2ccc(C(=O)OCC)cc2)CC1
    1, 0, 5, 1, -2, -2, 2, 0.3, -1, 7
CN(C)c1cc[n+](CC(=O)Nc2ccc(OC(F)F)cc2)cc1
    0, -2, 1, -4, -1, -1, 1, -0.2, 2, 2
Cc1ccc(-n2nnnc2CSc2nnc(-c3ccc(O)cc3)o2)cc1
    0, -7, 1, -7, -1, 0, -4, 0.2, 9, 1
COc1cc(COc2ccc3c(C)c(Cc4ccccc4)c(=O)oc3c2C)cc(OC)c1OC
    2, -6, 3, -7, 6, 0, -1, -0.8, -5, -13
CCOC(=O)N1CCN(C(=O)c2cc(COc3ccc(OC)cc3Cl)on2)CC1
    3, -3, 4, -4, -8, -1, -1, 0.5, 2, 4
COc1cccc(-n2c(=O)c3sccc3n(CC(=O)NCC3CCCO3)c2=O)c1 (stereo not drawn)
    1, 0, 1, 7, 4, 1, 0, -0.3, 6, 14
COc1ccccc1CCC(=O)Nc1nc2ccccc2[nH]1
    0, -2, 2, -2, -4, -1, 10, 0.2, 2, 4
Cc1ccc(/C=N/c2sc3c(c2C#N)CCCCC3)o1
    5, 4, -2, -5, 8, -2, -3, 0.0, 8, -2
Cn1cc([N+](=O)[O-])c(C(=O)n2cccn2)n1
    4, 5, 3, -1, -7, 0, 6, 0.5, 3, 3
COc1ccc(NC(=O)Cc2c(O)c3ccccc3[nH]c2=O)cc1
    1, 12, -5, -8, 0, 1, 1, 0.8, 5, 5
CCN1CCN(S(=O)(=O)c2cc(C)c(OC)cc2C)CC1
    -1, 5, -1, -4, 2, 3, 9, 0.1, -4, -7
CCc1cccc(C)c1NC(=O)C1CCN(C(=O)c2ccc([N+](=O)[O-])cc2)CC1
    -2, 6, 2, -7, -3, 0, -2, 0.1, -11, 16
CCOc1ccc(-n2c(=S)sc3c(=O)[nH]c(SCC(=O)C(C)(C)C)nc32)cc1
    -3, -5, -2, 3, 8, -1, -1, -0.3, 0, 1
CN(CC1CCCN(CCc2cccc(C(F)(F)F)c2)C1)C(=O)c1ccc2nc[nH]c2c1 (stereo not drawn)
    2, 1, 3, -4, -2, 0, 5, 0.4, 5, -3
Cn1c(SCC(=O)Nc2ccccc2Cl)nnc1C1CC1
    3, -1, 5, 6, -1, -4, 4, -1.1, 1, 2
OC(c1ccc(Cl)c(F)c1)c1ncc(-c2cccc(C(F)(F)F)c2)[nH]1 (stereo not drawn)
    -2, 1, -8, -2, -2, 4, 2, 0.3, 1, -8
Nc1nc2ncccn2c1-c1ccccc1
    0, 3, 0, -12, -5, -3, 0, 5.3, -2, 7
O=C(NCc1ccccc1)[C@@H]1CCCN1C(=O)[C@H]1CCCN1C(=O)c1cccc2ccccc12
    4, 5, -10, 0, 9, -2, -2, -0.2, 7, 0

# Hits appear at their usual frequency; about 4.6% have a hit in one of these screens.
